High-throughput results from PubChem BioAssay.
L3MBTL1 block: inhibitors of human L3MBTL1 | AlphaScreen L3MBTL1–H3K9me1 peptide binding | Potency, µM (titrated, usually from 57.1 µM), without a hit: at the top dose activity, negative = inhibition, usual class: inhibitors | 230,000 tested, 0.66% active | Q9Y468; also: % is scaled to controls: 0 for no effect and ±100 for the full control effect; nearly all actives have a fitted effect of over 60% in size
Target sequence (Q9Y468 whole entry, looked up): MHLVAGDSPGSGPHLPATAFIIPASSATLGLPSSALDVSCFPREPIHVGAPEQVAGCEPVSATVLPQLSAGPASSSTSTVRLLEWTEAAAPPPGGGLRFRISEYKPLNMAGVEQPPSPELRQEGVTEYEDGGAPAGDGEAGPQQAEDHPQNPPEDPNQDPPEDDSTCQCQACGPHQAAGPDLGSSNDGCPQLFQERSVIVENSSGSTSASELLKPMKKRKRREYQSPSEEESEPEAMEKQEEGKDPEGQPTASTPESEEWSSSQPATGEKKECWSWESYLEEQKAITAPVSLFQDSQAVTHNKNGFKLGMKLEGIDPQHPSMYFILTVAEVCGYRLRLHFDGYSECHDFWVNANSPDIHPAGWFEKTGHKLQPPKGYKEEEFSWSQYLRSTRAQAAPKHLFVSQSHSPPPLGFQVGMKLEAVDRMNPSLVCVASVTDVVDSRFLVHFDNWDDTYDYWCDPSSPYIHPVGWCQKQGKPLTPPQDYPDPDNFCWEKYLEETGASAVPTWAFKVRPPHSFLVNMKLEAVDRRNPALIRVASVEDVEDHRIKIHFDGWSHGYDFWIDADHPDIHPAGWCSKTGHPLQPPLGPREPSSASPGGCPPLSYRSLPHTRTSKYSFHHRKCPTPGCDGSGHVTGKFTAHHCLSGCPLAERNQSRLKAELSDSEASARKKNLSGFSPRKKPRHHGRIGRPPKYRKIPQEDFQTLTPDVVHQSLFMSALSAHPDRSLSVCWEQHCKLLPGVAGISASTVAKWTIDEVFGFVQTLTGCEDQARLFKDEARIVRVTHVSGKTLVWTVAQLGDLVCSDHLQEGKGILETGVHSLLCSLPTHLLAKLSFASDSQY
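First, the protein-peptide complex forms for 30 min at room temperature (L3MBTL1 50 nM, biotinylated H3K9me1 peptide 75 nM). Next, compounds are pin-transferred and incubated 30 min. Finally, AlphaScreen beads are added and read after 30 min.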
TRb SRC2 PPI: TRbeta-SRC2 interaction inhibition | P10828 | TRbeta-SRC2 peptide binding, fluorescence polarization; receptor liganded with 1 µM T3 | Potency, µM (titrated, usually from 106 µM), inactives show top-dose activity change, negative = inhibition, hits mostly inhibitors | 280,000 tested, 0.065% active | AID 1469;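 also: plate controls were bound peptide for no effect and peptide without receptor for full effect; nearly all actives have a fitted effect of over 50% in size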
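Polarization signal, normalized between peptide-alone and full complex controls, measured compound effects on T3-liganded human TRb LBD (0.6 uM) binding 20 nM Texas Red SRC2 peptide after 5 hr.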
HTT cytoprotect: cytoprotection in Huntington HTT-Q103 PC12 cell model. PC12 HTT-Q103 induced, cytoprotection, ATP luminescence, 40 h. Potency, µM (highest dose often 56.4 µM), inactives show cytoprotection (ATP increase), actives largely listed as activators. 230,000 tested, 0.14% active. AID 1471;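 also: % of control where 0% means no effect; nearly all actives have a fitted effect of over 45% in size; toxic huntingtin expression switched on by the ecdysone agonist tebufenozide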
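Cells were plated at 1500 per well in phenol red-free DMEM with 5% equine and 5% calf serum. Tebufenozide (100 nM final) and compounds were added, then ATPlite reagent, and luminescence was read.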
TexasRed fluor: Texas Red fluorescence interference in TRb-SRC2 counter-screen; TRb/SRC2 Texas Red total fluorescence interference; Potency, µM (doses to about 106 µM), for the others: at the highest dose fluorescence change, negative = quenching; 280,000 tested, 0.29% active; AID 1479; active = well fitted curve in either direction with a large enough effect; inconclusive = small, poorly fitted or top-dose-only effect; also: % is scaled to controls: 0 for no effect and ±100 for the full control effect
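Human TRb ligand-binding domain at 0.6 uM with 20 nM Texas Red SRC2 peptide in Tris buffer containing 1 uM T3 and 5% DMSO, incubated with compound 5 h at ambient temperature. Total fluorescence (555/632 nm) calculated as parallel + 2 × perpendicular.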
Tau FP inhib: blocks human tau fibril formation measured by polarization; K18 P301L tau heparin fibrillization, Alexa594 FP, 6 h; Potency, µM (titrated, usually from 57.7 µM), for the others: at the highest dose activity, negative = inhibition, most hits filed as inhibitors; 280,000 tested, 0.39% active; also: % is scaled to controls: 0 for no effect and ±100 for the full control effect; nearly all actives have a fitted effect of over 55% in size
Target sequence (P10636 561-689 P618L limits assumed): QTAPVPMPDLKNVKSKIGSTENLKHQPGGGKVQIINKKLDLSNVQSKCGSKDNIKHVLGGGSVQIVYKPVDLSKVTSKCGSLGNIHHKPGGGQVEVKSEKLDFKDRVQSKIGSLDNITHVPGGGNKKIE
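K18 P301L tau (15 uM unlabeled/0.24 uM Alexa 594-labeled, final) + compound + heparin 20 uM final; 100 mM NaOAc pH 7; 6 hr 37 C; ThT 30 uM final added, 1 hr RT; FP ex 555/em 632 nm.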
Tau fluor cs: counter-screen for tau fibril formation inhibitors; tau K18 P301L Alexa594 fluorescence, heparin fibrillization; Potency, µM (series often up to 57.7 µM), for inactives: at the top dose activity change, negative = decrease; 280,000 tested, 0.93% active; also: % is scaled to controls: 0 for no effect and ±100 for the full control effect; nearly all actives have a fitted effect of over 55% in size
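Human K18 P301L tau (15 uM unlabeled plus 0.24 uM Alexa 594-labeled, final) in 100 mM sodium acetate pH 7 was mixed with compound and 20 uM heparin and incubated 6 hr at 37 C.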
RECQ1 helicase: blocks DNA unwinding by human RECQ1 | 240,000 tested, 0.54% active | RECQ1 DNA unwinding, red fluorescence kinetic read | Potency, µM (titrated, usually from 57.3 µM), for inactives: at the top dose activity, negative = inhibition, usual class: inhibitors | AID 2549;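 also: plate controls were vehicle for no effect and no enzyme for full effect; nearly all actives have a fitted effect of over 30% in size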
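50 nM RECQ1T1 preincubated 15 min with compound in Tris pH 8.0 buffer with MgCl2, DTT, Tween-20 and 2.5 ug/ml poly(dI-dC); started with 200 nM TAMRA/BHQ-2 forked duplex and 2 mM ATP. Unwinding read as fluorescence (525/598 nm), two reads 2 h apart.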
Tau fibril ThT: inhibitors of human tau fibril formation, thioflavin T binding; P10636; recombinant tau K18 P301L, heparin-induced fibrillization, ThT fluorescence; Potency, µM (highest dose often 57.4 µM), inactives show top-dose activity, negative = inhibition, hits mostly inhibitors; 270,000 tested, 2.1% active; AID 1460; also: % is scaled to controls: 0 for no effect and ±100 for the full control effect; nearly all actives have a fitted effect of over 55% in size
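ThT emission at 510 nm, taken 1 hr after adding 30 uM dye, quantifies aggregates formed when 20 uM heparin acts on human tau K18 P301L for 6 hr at 37 C.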
The depositor's hits bear a star; i = inactive; u = inconclusive; x = no result given; & = joins results of further samples; [ ] = remark or other dose. Unless noted, calls follow the shape of the dose curve; as a rule, active = well fitted curve in the direction sought with a large enough effect; inconclusive = small, poorly fitted or top-dose-only effect, or another doubt; inactive = no such curve, though single readings can be large; an effect the other way counts as inactive or inconclusive. Potency is read from the fitted curve at half-maximal effect. Some of the compounds tested, so the mix of outcomes need not match the whole.

cpd	compound	L3MBTL1 block	HTT cytoprotect	TRb SRC2 PPI	Tau fluor cs
1	O=C(NC12CC3CC(CC(C3)C1)C2)N1CCN(c2ccccn2)CC1	-1%	1%[10 µM]	2%	-16%
2	CC(C)(C)c1cccc(Oc2nn[nH]n2)c1	6%	33%	0%	-13%
3	Cn1c(CCNC(=O)c2cccs2)nnc1SCC(=O)Nc1nc(-c2ccccc2)cs1	-3%	-21%[1.9 µM]	-4%	-11%
4	Cc1ccc(O)c(N=CC2=C(O)c3ccccc3C2=O)c1	u	-15%	-2%	u
5	CCOC(=O)N1CCN(C(=S)NC2CCCC2)CC1	8%	-11%	-3%	-3%
6	O=C(CCN1C(=O)COc2ccccc21)NCCN1CCOCC1	-5%	1%	-1%	6%
7	O=C(c1ccco1)n1nc(-c2ccccc2)nc1SCc1ccccc1	x	-13%	-4%	u
8	CCOC(=O)C(NC=O)(NC(C)(C)C)C(=O)OCC	5%	-3%	-10%	-10%
9	CN(C(=O)CSc1nnc2[nH]c(=O)cc(-c3ccccc3)n12)c1ccccc1	x	x	5%	-12%
10	CCn1c(CS(=O)Cc2ccc(Cl)cc2Cl)nnc1SCc1c(Cl)cccc1Cl (configuration not stated)	5%	18%[10 µM]	-1%	-9%
11	CC1CCN(C(=O)Cn2c(-c3cccs3)cc3cc(Cl)ccc32)CC1	x	x	1%	-12%
12	COc1ccnc(Nc2cccc(C)c2)c1C#N	-10%	0%[10 µM]	1%	-9%
13	COc1ccc(NC(=O)CN2CCN(S(=O)(=O)c3ccc(Br)cc3)CC2)cc1	x	x	4%	-15%
14	CCc1nn2c(=O)cc(COC(=O)c3ccccc3NC(=O)c3cccs3)nc2s1	x	x	-4%	2%
15	CC(C)N1CCC(N2CCN(Cc3ccc(-c4ccc(Cl)cc4)o3)CC2CCO)CC1 (configuration not stated)	-14%	-7%[10 µM]	-2%	2%

cpd	Tau FP inhib	RECQ1 helicase	Tau fibril ThT	TexasRed fluor
1	4%	-16%	-22%	2%
2	-8%	0%	-15%	-2%
3	-18%	-1%	3%	-7%
4	u	-17%	25µM*	-18%
5	-1%	i	5%	-1%
6	1%	-4%	-2%	-2%
7	u	-4%	u	-6%
8	-2%	9%	-7%	-3%
9	-9%	x	-16%	-1%
10	3%	-3%	-18%	3%
11	-1%	x	-8%	3%
12	-4%	-13%	-3%	-1%
13	1%	x	-6%	-2%
14	0%	x	6%	0%
15	-5%	-3%	-10%	1%

Reprinted at random: 2 compounds from above, in no set order.
cpd	compound	L3MBTL1 block	HTT cytoprotect	TRb SRC2 PPI	Tau fluor cs
5	CCOC(=O)N1CCN(C(=S)NC2CCCC2)CC1	8%	-11%	-3%	-3%
14	CCc1nn2c(=O)cc(COC(=O)c3ccccc3NC(=O)c3cccs3)nc2s1	x	x	-4%	2%

cpd	Tau FP inhib	RECQ1 helicase	Tau fibril ThT	TexasRed fluor
5	-1%	i	5%	-1%
14	0%	x	6%	0%

In a second layout: entries from further up.
6) O=C(CCN1C(=O)COc2ccccc21)NCCN1CCOCC1
7) O=C(c1ccco1)n1nc(-c2ccccc2)nc1SCc1ccccc1
8) CCOC(=O)C(NC=O)(NC(C)(C)C)C(=O)OCC
9) CN(C(=O)CSc1nnc2[nH]c(=O)cc(-c3ccccc3)n12)c1ccccc1
10) CCn1c(CS(=O)Cc2ccc(Cl)cc2Cl)nnc1SCc1c(Cl)cccc1Cl (configuration not stated)
11) CC1CCN(C(=O)Cn2c(-c3cccs3)cc3cc(Cl)ccc32)CC1

Compound | 6 | 7 | 8 | 9 | 10 | 11
L3MBTL1 block | -5% | x | 5% | x | 5% | x
HTT cytoprotect | 1% | -13% | -3% | x | 18%[10 µM] | x
TRb SRC2 PPI | -1% | -4% | -10% | 5% | -1% | 1%
Tau fluor cs | 6% | u | -10% | -12% | -9% | -12%
Tau FP inhib | 1% | u | -2% | -9% | 3% | -1%
RECQ1 helicase | -4% | -4% | 9% | x | -3% | x
Tau fibril ThT | -2% | u | -7% | -16% | -18% | -8%
TexasRed fluor | -2% | -6% | -3% | -1% | 3% | 3%

(continued)
cpd	compound	L3MBTL1 block	HTT cytoprotect	TRb SRC2 PPI	Tau fluor cs
16	CC1=C(C(=O)OCc2ccccc2)C(c2ccc(Cl)cc2Cl)NC(=O)N1CCCCCC(=O)O (configuration not stated)	-2%	x	6%	-11%
17	CCCCNCCOCCOc1ccc(F)cc1	8%	-11%	0%	-15%
18	C=CCn1c(SCC(=O)NC2CCS(=O)(=O)C2)nc2scc(C3CC3)c2c1=O (configuration not stated)	1%	-19%[4.97 µM]	8%	-24%
19	O=C(O)c1ccc(/C=N/Nc2ncc(C(F)(F)F)cc2Cl)cc1	9%	15%[10 µM]	-4%	-12%
20	CNCCCCOc1ccc(C(C)(C)C)cc1Cl	-6%	-33%	-6%	-5%
21	COc1ccccc1NC(=O)CN(Cc1ccco1)C(=O)c1cc2ccccc2o1	-12%	-4%[10 µM]	-1%	-5%
22	O=Cc1ccc(OC2C=CC(C#Cc3ccccc3)OC2CO)cc1 (configuration not stated)	x	-121%[inhibitor][10 µM]	5%[11.2 µM]	-2%[11.6 µM]
23	C[C@@]12CC(=O)NC1N(C(=O)c1ccccc1)C(c1ccccc1OC(=O)c1ccccc1)C2 (some centres not stated)	x	-2%	-2%	2%
24	O=C(c1ccccc1)C1CCc2occc2C1=O (configuration not stated)	2%	8%[1.9 µM]	2%	0%
25	CCOC(=O)C1=C(CS(=O)(=O)c2ccccc2)NC(=O)NC1c1cccc(OC)c1 (configuration not stated)	x	1%	1%	-1%
26	OCCn1c(SC2CCCCC2)nc2ccccc21	x	-14%	0%	1%
27	CCN(CC)c1ccc(NC(=O)c2cc(Cl)ccc2OC)cc1	x	8%[10 µM]	-2%	u
28	CC1C(=O)C(C)(C)C(=O)OC1c1ccccc1 (configuration not stated)	-10%	18%[10 µM]	-3%	-5%
29	CN1CC(=O)N(CC(=O)NCc2ccc3c(c2)OCO3)C1=O	x	-4%	4%	-2%
30	Clc1cc2cccnc2c2ccccc12	19%	x	-4%	-4%

cpd	Tau FP inhib	RECQ1 helicase	Tau fibril ThT	TexasRed fluor
16	2%	-15%	u	-1%
17	-10%	4%	-16%	-1%
18	-12%	i	u	1%
19	-3%	-3%	-12%	0%
20	-1%	-1%	-5%	-1%
21	-5%	-11%	-5%	-1%
22	-1%[11.6 µM]	-7%[11.5 µM]	-7%[11.5 µM]	-17%[11.2 µM]
23	5%	-2%	-2%	-1%
24	-1%	0%	-4%	0%
25	7%	12%	0%	-1%
26	1%	-3%	-4%	-7%
27	u	-3%	u	-9%
28	-2%	-3%	-2%	-1%
29	6%	-2%	-10%	-4%
30	1%	i	-8%	-3%

Carrying on:
cpd	compound	L3MBTL1 block	HTT cytoprotect	TRb SRC2 PPI	Tau fluor cs
31	Cc1ccc2[nH]c(=O)c3cc(C(=O)N(C)c4ccc(C)c(C)c4)sc3c2c1	x	-24%[10 µM]	-6%	-16%
32	CCN1C(=O)C(O)(CC(=O)c2c(C)coc2C)c2ccccc21 (configuration not stated)	-5%	-19%[10 µM]	-9%	0%
33	Cc1ccc(Cn2cc(C(=O)c3ccc(F)cc3)c(=O)c3cc4c(cc32)OCCO4)cc1	0%	x	3%&-9%	-4%&-10%
34	Nc1ccc(-c2nc3ccc(-c4nc5ccccc5o4)cc3[nH]2)cc1	18%	-17%	1%	16µM*[quencher]
35	Cc1ccc(S(=O)(=O)N2CCOCC2)cc1NC(=O)COc1ccc(-c2nnco2)cc1	4%	-30%	-2%	3%
36	CCc1cccc(N=c2c([N+](=O)[O-])nn(-c3ccc(Cl)cc3)n2O)c1	x	-42%[inhibitor]	-15%	u
37	O=c1[nH]c(SCc2ccccc2Cl)nc2c1CCC2	2%[11.4 µM]	-3%	0%	8%
38	O=C(Nc1ccccc1OC(F)F)c1ccccc1	3%	17%[10 µM]	-1%	3%
39	CCOC(=O)c1cccc(Nc2cc(C)nc(C)n2)c1	x	x	2%	-13%
40	COc1cc(SC)ccc1C(=O)OCC(=O)NCC(C)C	2%	-20%	-1%	0%
41	O=C(CCn1c(=O)[nH]c2ccccc2c1=O)Nc1ccccc1	6%	-3%	-7%	-11%
42	N#Cc1ccc(NC(=O)CN2C(=O)NC(Cc3ccccc3)C2=O)cc1 (configuration not stated)	-7%	-14%[10 µM]	-1%	-5%
43	COc1ccccc1Nc1nc(N)nc(CSc2nccn2C)n1	5%	36%[10 µM]	0%[53 µM]	-5%
44	O=C(CN(C(=O)CSc1nnc(COc2ccccc2)o1)c1ccc(F)cc1)NC1CCCC1	u	-6%[10 µM]	-3%	-11%
45	O=c1nc(-c2ccccc2)n(-c2ccccc2)[nH]1	-2%	x	2%	8%
46	COc1ccc2nc3cc(Cl)ccc3c(C#N)c2c1	-10%	29%[10 µM]	1%	-17%

cpd	Tau FP inhib	RECQ1 helicase	Tau fibril ThT	TexasRed fluor
31	5%	-7%	x	-1%
32	-7%	i	-6%	0%
33	u	-3%	1%&-11%	-6%&0%
34	2%	-3%	8.9µM*	-18%
35	2%	-8%	1%	-1%
36	u	i	u	-6%
37	2%	3%	0%	-4%
38	-1%	-1%	-4%	-4%
39	-2%	x	-15%	3%
40	-3%	-5%	-2%	0%
41	-2%	-2%	-15%	-2%
42	-1%	-1%	-7%	2%
43	0%	9%	-3%	0%[53 µM]
44	13%	-14%	-11%	-2%
45	-1%	-7%	6%	-1%
46	3%	-3%	-17%	1%
